Bioassay records: PubChem, National Center for Advancing Translational Sciences (NCATS)
D2 agonist = HTS Assay for Allosteric Agonists of the Human D2 Dopamine Receptor: Primary Screen for Agonists. activation, % at 2 µM. D(2) dopamine receptor (Homo sapiens), P14416. AID 485358, 2010. 0.53% of 340,000 active. HEK293 T-REx D2 cells, calcium flux agonist mode;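 active = activation over 3 SD above normal in the single-dose calcium agonist read, cut at about 30% in these data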; note: 0% is about no effect
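Tetracycline-induced HEK293 T-REx cells with force-coupled D2 receptor, plated overnight at 30 C, loaded with no-wash calcium dye. After a 10 s baseline, compound was pin-added and calcium flux read kinetically for 180 s; calcium rises flagged agonists.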
USP1 inh = Inhibitors of USP1/UAF1: Primary Screen | recombinant USP1/UAF1, Ub-Rhodamine cleavage fluorescence | 0.23% of 390,000 active | Potency, µM (top dose mostly 57.1 µM), for inactives: at the top dose activity change, negative = inhibition, most hits filed as inhibitors; note: potency is the fitted concentration of half-maximal effect; % is set by controls: 0 for no effect and ±100 for the full control effect; nearly all actives have a fitted effect of over 60% in size; inactives centre near -12
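1 nM enzyme complex + cpd, 15 min RT; start with Ub-Rho 150nM final; kinetic fluorescence ex 480/em 540, 6 reads q60 s. Buffer 50mM HEPES pH 7.8, 0.5mM EDTA, 0.1 mg/ml BSA, 1mM TCEP, 0.01% Tween-20.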
PI4K2A block = qHTS for small molecular inhibitors of PI4K2A; purified PI4K2A, ADP-Glo luminescence, 1 h; stronger effect = lower value; Phosphatidylinositol 4-kinase type 2-alpha (Homo sapiens), Q9BTU6; activity change, negative = inhibition, % at 76.9 µM; AID 1346378, 2018; 0.13% of 420,000 active; in the data active = activity change below about -50%; inconclusive = mostly about -30% to -49%;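 note: -100% = wells without enzyme as full effect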
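PI4K2A activity was measured by ADP-Glo luminescence: enzyme (4 ug/mL stock) and phosphatidylinositol (1.2 mM stock) in Tris pH 7.5/MgCl2/EGTA/Triton X-100 buffer were reacted with ATP (300 microM stock) for one hour at ambient temperature.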
TrxR1 inh = qHTS Assay for Inhibitors of Mammalian Selenoprotein Thioredoxin Reductase 1 (TrxR1): qHTS | Thioredoxin reductase 1, cytoplasmic (Rattus norvegicus), O89049 | recombinant rTrxR1, NADPH fluorescence consumption, selenite substrate | Potency, µM (highest dose often 114 µM), for the others: at the highest dose activity change, negative = inhibition, usual class: inhibitors | 1% of 390,000 active | AID 588453, 2011; note: potency is the fitted concentration of half-maximal effect; % is set by controls: 0 for no effect and ±100 for the full control effect; nearly all actives have a fitted effect of over 65% in size
Target sequence (O89049 whole entry, looked up): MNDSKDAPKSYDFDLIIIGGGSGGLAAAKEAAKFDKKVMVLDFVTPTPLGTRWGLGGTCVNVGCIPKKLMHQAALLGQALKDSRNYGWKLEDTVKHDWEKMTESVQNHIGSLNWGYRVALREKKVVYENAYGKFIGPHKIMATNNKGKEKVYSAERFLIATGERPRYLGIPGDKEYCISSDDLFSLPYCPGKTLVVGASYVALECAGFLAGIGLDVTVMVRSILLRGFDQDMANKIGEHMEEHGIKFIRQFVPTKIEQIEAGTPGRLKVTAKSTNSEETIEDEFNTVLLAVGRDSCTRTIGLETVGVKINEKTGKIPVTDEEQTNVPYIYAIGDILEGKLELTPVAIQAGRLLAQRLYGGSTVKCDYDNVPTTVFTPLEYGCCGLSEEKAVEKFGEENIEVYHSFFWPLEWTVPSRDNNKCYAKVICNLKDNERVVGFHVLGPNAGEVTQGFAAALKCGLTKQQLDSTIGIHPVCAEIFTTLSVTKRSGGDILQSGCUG
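Rat TrxR1 (90 nM in the dispensed reagent) was pre-reduced with 400 uM NADPH for 5 min at room temperature, then incubated with compound for 15 min. After 400 uM selenite was added, NADPH fluorescence (Ex 340/Em 450 nm) was followed for 8 min.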
D2 antagonist = HTS Assay for Allosteric Antagonists of the Human D2 Dopamine Receptor: Primary Screen for Antagonists; AID 485344, 2010; HEK293 TREx D2 cells, calcium flux, dopamine EC80; 2% of 340,000 active; inhibition, % at 10 µM; D(2) dopamine receptor (Homo sapiens), P14416; in the data active = inhibition above about 30%; note: 0% is about no effect
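Measurement of antagonist activity uses fluorescent calcium dye in inducible HEK293 T-REx D2 cells: 10 s baseline, compound addition with 180 s read, EC80 dopamine addition with a further 180 s read.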
mIDH1 inhibitor = qHTS for Inhibitors of mutant isocitrate dehydrogenase 1 (IDH1): qHTS; Isocitrate dehydrogenase [NADP] cytoplasmic (Homo sapiens), O75874; IDH1-R132H enzyme, NADPH consumption, diaphorase/resazurin fluorescence; Potency, µM (doses to about 76.6 µM), inactives show top-dose activity change, negative = inhibition, most hits filed as inhibitors; 0.093% of 390,000 active; note: potency is the fitted concentration of half-maximal effect; % is set by controls: 0 for no effect and ±100 for the full control effect; nearly all actives have a fitted effect of over 65% in size
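IDH1-R132H (0.5 ug/mL dispensed) in pH 7.5 Tris buffer was preincubated 30 min with compound, then given a substrate mix of 0.016 mM NADPH and 2 mM alpha-KG for 80 min at room temperature; remaining NADPH was read by diaphorase/resazurin fluorescence.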
TRHR PAM = qHTS for Small Molecule Agonists and Allosteric Enhancers of Human TRH Receptor: Primary Screen for Enhancers; Thyrotropin-releasing hormone receptor (Homo sapiens), P34981; enhancement, % at 2 µM; 0.66% of 360,000 active; AID 493056, 2011; TRHR cells, fluo-8 calcium fluorescence, EC20 TRH enhancement; in the data active = enhancement above about 30%; note: 0% is about no effect
Target sequence (P34981 whole entry, looked up): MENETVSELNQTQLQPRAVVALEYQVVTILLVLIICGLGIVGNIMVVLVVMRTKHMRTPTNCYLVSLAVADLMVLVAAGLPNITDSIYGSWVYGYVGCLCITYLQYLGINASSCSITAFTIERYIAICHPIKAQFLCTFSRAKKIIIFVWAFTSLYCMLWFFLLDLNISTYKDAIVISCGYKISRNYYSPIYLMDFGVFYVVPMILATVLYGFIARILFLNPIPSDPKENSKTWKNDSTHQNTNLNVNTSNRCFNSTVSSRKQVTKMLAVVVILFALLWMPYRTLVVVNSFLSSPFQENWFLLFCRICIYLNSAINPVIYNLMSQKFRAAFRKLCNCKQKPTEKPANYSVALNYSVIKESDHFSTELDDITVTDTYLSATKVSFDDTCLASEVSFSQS
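Enhancer read-out: after compound pinning and an initial kinetic agonist-mode read, an EC20 of TRH (10 nM final) was injected and fluo-8 calcium signal (Ex 480/Em 530) followed at 1 s/cycle for 100 cycles in TRHR-expressing cells.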
TRHR agonist = qHTS for Small Molecule Agonists and Allosteric Enhancers of Human TRH Receptor: Primary Screen for Agonists; 0.18% of 360,000 active; activation, % at 2 µM; TRHR cells, calcium flux fluo-8, FDSS agonist mode; Thyrotropin-releasing hormone receptor (Homo sapiens), P34981; in the data active = activation above about 30%; note: 0% is about no effect
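Fluo-8-loaded TRHR cells; 10 s baseline, compound added, kinetic Ca2+ fluorescence read 1/s, agonist mode.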
TrxR1 substrate = qHTS Assay for Substrates of Mammalian Selenoprotein Thioredoxin Reductase 1 (TrxR1): qHTS; 0.01% of 390,000 active; AID 588456, 2011; purified TrxR1 substrate turnover, NADPH consumption readout; Thioredoxin reductase 1, cytoplasmic (Rattus norvegicus), O89049; Potency, µM (top dose mostly 114 µM), for inactives: at the highest dose activity change, negative = substrate turnover; note: potency is the fitted concentration of half-maximal effect; % is set by controls: 0 for no effect and ±100 for the full control effect; nearly all actives have a fitted effect of over 50% in size
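Rat TrxR1, dispensed at 90 nM, was prereduced with 400 uM NADPH (final) for 5 min at ~22 deg C, then incubated with compound 15 min before 400 uM selenite. A first-read NADPH fluorescence drop versus no-compound background flagged substrates.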
Starred values were filed as active, the others as inactive; ? = inconclusive; / = not tested or not shown; [ ] = remark or other dose. Unless noted, calls come from the whole dose curve; as a rule, active = well fitted inhibition curve with a large enough effect; inconclusive = small, poorly fitted or top-dose-only effect; inactive = no such curve, though single readings can be large or run the other way.

compound	TRHR PAM	USP1 inh	D2 antagonist	D2 agonist	TrxR1 substrate	PI4K2A block	TrxR1 inh	TRHR agonist	mIDH1 inhibitor
O=C(N/N=C/c1ccc2c(c1)OCO2)c1sc2cc(Cl)ccc2c1Cl	-2	-17%	-4	1.8	0%	4	12%	0.7	-1%
Cc1ccc(CNC(=O)C2CC3Cn4c(nc5cc(C)c(C)cc54)C3N2C)o1 (centres undefined)	-3	-14%	3	-0.2	4%	2	-1%	-0.5	3%
COC(=O)c1cnc(N2CCN(c3ccccc3F)CC2)c2ccccc12	-9	-24%	/	-4.1	8%[57.1 µM]	-2	24%[57.1 µM]	-0.3	9%
COc1ccc(Cl)cc1NC(=O)CN(c1cc(C)cc(C)c1)S(=O)(=O)c1c(C)n[nH]c1C	-6	-27%	/	0.6	3%	3	27%	0.4	-5%
O=C(CNC(=O)c1ccc(-c2ccccc2)cc1)OCc1ccc(Cl)cc1	5	-21%	15	0.5	6%	-5	20%	0.9	-1%
COc1cc2c(=O)n(Cc3ccccc3)c(=O)n(CC(=O)C(C)(C)C)c2cc1OC	6	-13%	16	-1.7	4%	-4	44%	-0.9	9%
Cc1cc(C)c2c(c1)c1nnc(SCCN3CCCCC3)nc1n2C	2	-13%	1	-1.9	-2%	3	8%	0.3	4%
COc1cc(C2C(C#N)=C(N)Oc3n[nH]c(-c4cccnc4)c32)ccc1OCC(N)=O (centres undefined)	4	-4%	30*	0.6	0%	-5	6%	-0.8	-3%
O=C(NNC(=O)c1cccnc1Cl)c1ccc(F)cc1	1	-20%	7	-0.2	8%	-2	21%	0.9	0%
O=C(COC(=O)c1ccc(O)cc1)Nc1cccc(S(=O)(=O)NC2=NCCC2)c1	6	-19%	/	/	-6%	8	-3%	0.6	-8%
O=C(O)[C@H]1CCCC[C@H]1C(=O)NCCc1ccccc1	-3	-11%	45*	-0.6	11%[2.29 µM]	6	12%[2.29 µM]	0.1	0%
Cn1c(=O)c2c(nc(N3CCN(Cc4ccccc4)CC3)n2CCCc2ccccc2)n(C)c1=O	17	-16%	2	0.7	-14%	-4	-7%	-0.5	9%
CCc1nc(SCC(=O)c2ccc3c(c2)OCCO3)c2ccccc2n1	-2	?	-16	0.9	-7%	-7	-7%	0.4	2%
CCCc1c(O)nc(SC2CC(=O)N(c3ccc(C)c(Cl)c3)C2=O)[nH]c1=O (centres undefined)	/	-15%	/	/	/	4	20%	/	-2%
S=C(Nc1cccnc1)NC1CCCC1	0	-9%	-11	1.2	-9%	1	-23%	-0.4	1%
OC(COC(c1ccc(F)cc1)c1ccc(F)cc1)CN1CCc2ccccc2C1 (centres undefined)	2	-22%	27	5.6	-13%	-2	-5%	1.3	2%
Cc1ccc(S(=O)(=O)NC(=NCC(=O)O)c2ccccc2)cc1	9	-1%	1	0.4	4%	-2	14%	0.0	7%
CC(=O)NS(=O)(=O)c1ccc(NC(=S)NC(=O)C2CCC2)cc1	-2	-12%	/	/	-2%	-4	10%	0.2	3%
CCOC(=O)N1CCN(C(=O)CSc2nnc(C3COc4ccccc4O3)o2)CC1 (centres undefined)	4	-11%	9	-1.3	3%[57.1 µM]	-4	17%[57.1 µM]	0.8	5%
O=C(Nc1ccnn1C1CCN(Cc2ccc(CO)o2)CC1)c1ccccc1	1	-18%	-9	0.5	0%	1	14%	0.5	-1%
CCN(CC)S(=O)(=O)c1ccc(C)c(NC(=O)COC(=O)[C@@H]2CCCN2C(=O)c2cccs2)c1	-5	-18%	2	0.0	2%	2	-20%	-1.6	-1%
CC(CCc1ccco1)NC(=O)Cn1nc(Cc2ccncc2)c2ccccc2c1=O (centres undefined)	-2	-4%	1	0.7	0%[57.1 µM]	-4	-1%[57.1 µM]	-0.3	-6%
CC(C)CCNC(=O)CN(Cc1ccccc1Cl)C(=O)CCC(=O)Nc1ccccn1	0	-10%	-10	-2.9	7%[57.1 µM]	-1	13%[57.1 µM]	-0.2	-1%
O=C(Cc1cn(Cc2cccc(Cl)c2)c2ccccc12)N1CCCC1	-1	-20%	-12	0.7	-9%	0	-8%	-0.4	1%
COC(=O)CN1C(=O)S/C(=C/c2cc(C)n(C)c2C)C1=O	-5	-9%	5	-0.6	3%[57.1 µM]	-9	-21%[57.1 µM]	-0.4	4%

Marked active in D2 antagonist, of those listed so far:
SMILES	TRHR PAM	USP1 inh	D2 antagonist	TrxR1 substrate	PI4K2A block	TrxR1 inh	TRHR agonist	mIDH1 inhibitor
COc1cc(C2C(C#N)=C(N)Oc3n[nH]c(-c4cccnc4)c32)ccc1OCC(N)=O (centres undefined)	4	-4%	30*	0%	-5	6%	-0.8	-3%
O=C(O)[C@H]1CCCC[C@H]1C(=O)NCCc1ccccc1	-3	-11%	45*	11%[2.29 µM]	6	12%[2.29 µM]	0.1	0%

Next part:
compound	TRHR PAM	USP1 inh	D2 antagonist	D2 agonist	TrxR1 substrate	PI4K2A block	TrxR1 inh	TRHR agonist	mIDH1 inhibitor
O=C(N/N=C/c1sc2ccccc2c1O)c1ccccc1	-6	?	12	22	-24%	-1	-26%	38*	9%
COc1cccc(NC(=O)CCN2C(=O)c3ccc([N+](=O)[O-])cc3C2=O)c1	-3	-11%	10	0.0	-8%[57.1 µM]	0	11%[57.1 µM]	-2.2	23%
CSc1nnc(-c2nnc(SC)n2-c2ccccc2)n1-c1ccccc1	1	-14%	-6	-0.2	-11%	-3	-6%	0.5	6%
COc1cccc(-c2cc(C(=O)NCCCn3ccnc3)no2)c1	-2	-18%	-4	-1.2	-4%	-1	26%[57.1 µM]	-0.6	4%
CCOC(=O)c1cccc(NC(=O)CSc2cc(=O)n(C)c3ccccc23)c1	12	-18%	/	0.8	-2%	2	13%	-0.2	-22%
O=C(NCc1cccs1)c1nn(-c2ccccc2Cl)nc1CO	1	-7%	/	-1.3	1%	-1	31%	-2.1	0%
COCCN(C(=O)/C=C/c1ccccc1)c1c(N)n(Cc2ccccc2)c(=O)[nH]c1=O	-4	-1%	-30	0.0	-4%	2	9%	0.2	8%
COc1cc(OC)cc(C(=O)N[C@H](C(=O)OCC(=O)N2CCc3ccccc32)C(C)C)c1	7	-22%	-5	-0.3	4%	3	17%	-0.1	-2%
O=C(NCc1ccc(Cl)cc1Cl)C(=O)N1CCCCC1	6	-13%	-9	0.0	2%	-9	15%	-1.0	1%
O=C(Nn1c(O)c(C=C2N=c3ccccc3=N2)sc1=S)c1ccccc1	-4	-17%	10	0.5	-1%[57.1 µM]	4	-2%[57.1 µM]	0.6	5%
CCNC(=O)NC(=O)C(C)OC(=O)[C@H](C)NS(=O)(=O)c1c(C)c(C)cc(C)c1C (some centres undefined)	-4	-7%	-5	-1.4	-3%	2	-8%	-0.5	4%
Cn1cc(/C=C(\NC(=O)c2ccccc2)C(=O)NCCN2CCOCC2)c2ccccc21	-4	-12%	20	0.3	-18%	2	?	-0.7	-7%
Nc1nnnn1/N=C/c1ccccc1OCc1ccc(Cl)cc1	-1	-5%	1	-0.3	-14%	-1	-21%	0.3	-6%
N#Cc1ccc(-c2cccs2)nc1SCc1cccnc1	-1	-11%	-2	0.6	26%	-5	29%	2.7	-6%
O=C(Cn1cc(C(F)(F)F)ccc1=O)N/N=C/c1ccccc1	11	2%	11	3.2	2%[57.1 µM]	7	17%[57.1 µM]	0.0	-5%
CCc1cccc2c(C(=O)COC(=O)c3ccc([N+](=O)[O-])s3)c[nH]c12	0	-13%	2	2.2	-8%	-1	-15%	0.9	2%
Cc1cccc(-n2ncc(C(=O)NC3CCCC3)c2C2CCN(C(=O)OC(C)(C)C)CC2)c1	-3	-9%	-6	-2.2	-1%	3	6%	0.4	23%
Nc1ccc(N2CCOCC2)cc1C(F)(F)F	1	-10%	-9	0.3	8%[57.1 µM]	0	17%[57.1 µM]	0.7	1%
C/C(Cn1nnc([N+](=O)[O-])n1)=N\NC(=O)c1ccccc1O	6	-8%	-1	0.3	11%[57.1 µM]	-5	32%[57.1 µM]	0.0	36%[activator]
COc1ccc(N(CC(=O)NCCC2=CCCCC2)S(=O)(=O)c2c(C)[nH]c(=O)[nH]c2=O)cc1	-1	-7%	8	0.8	-2%	0	10%	-0.1	-4%
CCN(CC)S(=O)(=O)c1ccc(C(=O)OCC(=O)NC2CCCC2)cc1	-4	-24%	-8	0.3	6%	-2	17%	0.5	1%
CC1N(C)c2cc(NC(=O)c3cccs3)c(P(=O)(Nc3ccc([N+](=O)[O-])cc3)N3CCOCC3)cc2C1(C)C (centres undefined)	3	-2%	14	-0.3	-9%	1	13%	0.8	5%
COC(=O)c1nn(-c2cccc(C(F)(F)F)c2)c(=O)cc1Sc1ccccn1	39*	-11%	13	-0.2	4%[57.1 µM]	-2	-9%[57.1 µM]	-0.7	0%
O=C(O)Cn1cc(/C=C2\SC(=O)N(c3ccccc3)C2=O)c2ccccc21	6	-18%	/	/	2%[57.1 µM]	0	5%[57.1 µM]	0.6	3%
